PMI activator: increases human mannose-6-phosphate isomerase activity; P34949; purified human PMI, coupled resazurin fluorescence, 20 min; active compounds read high; 1 = vehicle control, 0 substrate-free wells; activation factor at 20 µM; 190,000 tested, 0.005% active; AID 1214;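 active = activation factor of 2 or more at 20 µM, relative to plate controls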
Target sequence (P34949 whole entry, looked up): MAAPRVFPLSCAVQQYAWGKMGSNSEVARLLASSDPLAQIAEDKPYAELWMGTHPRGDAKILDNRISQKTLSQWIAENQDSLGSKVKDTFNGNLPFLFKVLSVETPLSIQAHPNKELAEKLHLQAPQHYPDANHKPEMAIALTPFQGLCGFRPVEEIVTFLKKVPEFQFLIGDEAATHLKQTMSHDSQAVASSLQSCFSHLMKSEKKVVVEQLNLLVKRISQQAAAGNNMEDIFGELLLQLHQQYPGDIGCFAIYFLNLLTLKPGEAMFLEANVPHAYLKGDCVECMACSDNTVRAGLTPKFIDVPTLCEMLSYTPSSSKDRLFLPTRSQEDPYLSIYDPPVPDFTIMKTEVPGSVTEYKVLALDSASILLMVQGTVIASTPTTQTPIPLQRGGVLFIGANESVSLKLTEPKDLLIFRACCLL
APP 5'UTR act: APP 5'UTR luciferase reporter activation; 190,000 tested, 1% active; SH-SY5Y APP 5'UTR luciferase reporter, luminescence; zero percent = DMSO vehicle wells; AID 1276; activation, % at 2 µM;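 active = activation above a set limit, based on mean plus 3 SD of controls, cut at about 140% in these data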; also: values of inactives mirror those of a sister screen read the other way
FLuc inh counter: inhibits firefly luciferase, flagging false hits in luciferase inhibition screens; inhibition, % at 10 µM; 200,000 tested, 1.5% active; ATPLite firefly luciferase biochemical luminescence, 10 min; P08659; AID 1006;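 active = inhibition above about 50% when tested at 10 µM, limit read from the data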
Target sequence (P08659 whole entry, looked up): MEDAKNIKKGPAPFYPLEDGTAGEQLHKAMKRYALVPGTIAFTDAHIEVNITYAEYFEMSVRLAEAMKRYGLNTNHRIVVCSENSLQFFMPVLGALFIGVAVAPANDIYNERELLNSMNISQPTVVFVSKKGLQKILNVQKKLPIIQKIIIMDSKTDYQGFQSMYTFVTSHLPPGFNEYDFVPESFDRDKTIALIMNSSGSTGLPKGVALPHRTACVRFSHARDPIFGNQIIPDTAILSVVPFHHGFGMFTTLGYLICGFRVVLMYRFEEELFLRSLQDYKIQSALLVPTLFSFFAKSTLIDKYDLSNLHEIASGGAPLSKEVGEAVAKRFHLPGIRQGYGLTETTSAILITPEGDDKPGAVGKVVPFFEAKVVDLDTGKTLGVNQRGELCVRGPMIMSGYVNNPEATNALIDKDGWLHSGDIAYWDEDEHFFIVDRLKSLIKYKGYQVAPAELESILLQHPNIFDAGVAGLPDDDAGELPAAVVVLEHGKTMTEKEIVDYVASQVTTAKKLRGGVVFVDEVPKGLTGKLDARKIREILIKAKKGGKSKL
TNAP inh no acc: blocks human TNAP activity with no phosphate acceptor present. purified TNAP, CDP-star luminescence, 30 min. inhibition, % at 20 µM. 200,000 tested, 0.26% active;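 active = tissue-nonspecific alkaline phosphatase inhibition above about 50% at 20 µM in the single-dose screen, limit read from the data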;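 also: 0% = DMSO negative control and 100% = EDTA positive control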
FLuc stim CS: firefly luciferase counter-screen for stimulation assays. AID 1027. P08659. 200,000 tested, under 10 active. activation factor at 10 µM. ATPlite luciferase biochemical, luminescence, 10 min; 0 = ATP-free wells, 1 = DMSO control;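 active = luciferase activation factor, scaled between plate controls, of at least 2 with compound at 10 µM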
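System: cell-free luciferase reagent; medium: PBS as buffer for the ATP substrate; doses: test compounds dosed from 2 mM stocks in 100% DMSO; incubation: 10 min, room temperature; measured by: luminescence from luciferase reaction; read-out: luciferase activation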
bIAP activator: intestinal alkaline phosphatase (bovine) activation | activation factor at 20 µM | AID 1016 | 200,000 tested, 0.17% active | purified bovine IAP, CDP-star luminescence, 30 min; active compounds read high; fold of DMSO-control signal, blank-subtracted;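 active = activation factor of 2 or more at 20 µM, a signal rise over negative controls twice the positive control's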
TNAP act hiacc: TNAP (human) activation, high acceptor. 200,000 tested, under 10 active. P05186. purified TNAP, CDP-star luminescence, 1 M DEA, 30 min; active compounds read high; 0 = EDTA background, 1 = DMSO-only activity. activation factor at 20 µM;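 active = activation factor at least 2 at 20 µM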
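Control set: EDTA negative control, DMSO positive control / Assay system: human TNAP / Quantity: TNAP 1/800 final / Evaluation: TNAP activation factor scaled between EDTA and DMSO control wells / Measured by: luminescent substrate turnover signal / Compound dosing: one dose, 20 µM / Times: 30 min enzyme reaction at room temperature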
PMI act hi M6P: PMI (human) activation, high substrate | activation factor at 20 µM | coupled PMI enzyme assay, resazurin fluorescence, 20 min; active compounds read high; 1 = untreated enzyme, 0 = substrate-free blank | 190,000 tested, 0.34% active | AID 1216;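 active = activation factor of 2 or more at 20 µM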
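Test system: human PMI in coupled enzyme assay; Input: PMI at 15 ng/mL final; Medium: HEPES buffer, pH 7.4; Schedule: 20 min incubation at room temperature; Technique: resorufin fluorescence at Ex 544/Em 590 nm; Compound: 20 µM single dose; Probe or stimulus: Near-saturating mannose-6-phosphate, 1.0 mM.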
NF-kB expr up: NF-kB expression increase, human neuronal cells; NF-kB reporter expression; active compounds read high; 190,000 tested, 1.6% active; fold change at 12.5 µM; in the data active = fold change above about 3.3
TNAP inh hiacc: inhibitors of human TNAP at high phosphate acceptor concentration; AID 1135; purified TNAP, CDP-star luminescence, 1 M DEA; inhibition, % at 20 µM; 200,000 tested, 0.03% active;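 active = over 50% inhibition of tissue-nonspecific alkaline phosphatase at 20 µM in the single-dose screen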;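 also: plate controls were DMSO wells for no effect and EDTA-quenched wells as full inhibition for full effect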
* = called active by the depositor.

Screening COc1cccc(N/C(N)=N/c2nc(C(F)(F)F)cc(C(F)(F)F)n2)c1 returned PMI activator 1.1, APP 5'UTR act 21.0, FLuc inh counter 0.9, TNAP inh no acc -10.1, FLuc stim CS 1, bIAP activator 1, TNAP act hiacc 1, PMI act hi M6P 1.1, NF-kB expr up 1.15 and TNAP inh hiacc -3.5.
O=C(NC1CCN(C(=S)NCc2ccco2)CC1)NC12CC3CC(CC(C3)C1)C2 was read as PMI activator 0.9, APP 5'UTR act 0.4, FLuc inh counter -7.6, TNAP inh no acc -13.9, FLuc stim CS 1.1, bIAP activator 1, TNAP act hiacc 1.1, PMI act hi M6P 0.9, NF-kB expr up 0.94 and TNAP inh hiacc -5.5.
For CC(C)Sc1nc(N)nc(-c2cccs2)c1C#N the results were PMI activator 0.8, FLuc inh counter 5.1, TNAP inh no acc 0.0, FLuc stim CS 0.9, bIAP activator 0.8, TNAP act hiacc 1, PMI act hi M6P 0.8, NF-kB expr up 2.8 and TNAP inh hiacc -3.1.
Screening O=C(/C=C/c1ccccc1)NNc1ccc(Cl)cc1 returned PMI activator 1.8, APP 5'UTR act 26.9, FLuc inh counter 1.9, TNAP inh no acc -5.0, FLuc stim CS 1, bIAP activator 1.2, TNAP act hiacc 1, PMI act hi M6P 2.7*, NF-kB expr up 1.4 and TNAP inh hiacc 0.8.
COc1ccc(C)cc1NC(=O)CSc1nnc(-c2ccc(OC)c(OC)c2)n1N was read as PMI activator 0.9, APP 5'UTR act 16.7, FLuc inh counter -3.3, TNAP inh no acc 12.0, FLuc stim CS 1, bIAP activator 1.1, TNAP act hiacc 1, PMI act hi M6P 1, NF-kB expr up 0.77 and TNAP inh hiacc 3.9.
O=C(CSCc1ccc(Cl)cc1)c1ccco1 was read as PMI activator 0.9, FLuc inh counter -3.8, TNAP inh no acc 0.2, FLuc stim CS 1, bIAP activator 0.8, TNAP act hiacc 1, PMI act hi M6P 1, NF-kB expr up 1.84 and TNAP inh hiacc -4.9.
For c1ccc(CSc2n[nH]c(-c3ccco3)n2)cc1 the results were PMI activator 0.9, APP 5'UTR act 18.0, FLuc inh counter 25.9, TNAP inh no acc 14.2, FLuc stim CS 0.7, bIAP activator 0.8, TNAP act hiacc 1, PMI act hi M6P 1, NF-kB expr up 1.47 and TNAP inh hiacc -4.6.
For O=C(O)CNC(=S)N(Cc1ccccc1)Cc1cccs1 the results were PMI activator 1.3, APP 5'UTR act 2.7, FLuc inh counter 4.6, TNAP inh no acc -8.1, FLuc stim CS 1, bIAP activator 1.1, TNAP act hiacc 1, PMI act hi M6P 1.1, NF-kB expr up 1.07 and TNAP inh hiacc 4.6.
`CCCS(=O)(=O)N1CCN(CC2CC3C=CC2C3)CC1` (stereo not drawn) gave PMI activator 0.9, APP 5'UTR act 29.5, FLuc inh counter -7.9, TNAP inh no acc -17.4, FLuc stim CS 1.1, bIAP activator 1, TNAP act hiacc 1, PMI act hi M6P 0.9, NF-kB expr up 0.95 and TNAP inh hiacc -4.0.
CCOc1ccc(NC(=O)N2CCC(n3c(=O)[nH]c4ccccc43)CC2)cc1 was read as PMI activator 1, APP 5'UTR act -1.3, FLuc inh counter -3.9, TNAP inh no acc -8.9, FLuc stim CS 1, bIAP activator 1.2, TNAP act hiacc 1, PMI act hi M6P 0.9, NF-kB expr up 1 and TNAP inh hiacc -2.6.
COc1ccc(-c2sccc2C(C)C(=O)O)cc1 (stereo not drawn) was read as PMI activator 1, APP 5'UTR act 15.3, FLuc inh counter -3.7, TNAP inh no acc -11.1, FLuc stim CS 1, bIAP activator 1, TNAP act hiacc 1.1, PMI act hi M6P 0.9, NF-kB expr up 1.17 and TNAP inh hiacc -6.1.
Screening CN(c1cccc(NC(=O)CN(c2ccc(Cl)c(Cl)c2)S(=O)(=O)c2ccccc2)c1)S(C)(=O)=O returned PMI activator 0.8, APP 5'UTR act 10.2, FLuc inh counter 1.2, TNAP inh no acc -45.1, FLuc stim CS 1, bIAP activator 1, TNAP act hiacc 1.1, PMI act hi M6P 0.9, NF-kB expr up 1.07 and TNAP inh hiacc -11.1.
Screening CCC1S/C(=C(\C#N)C(=O)NCc2ccco2)N(c2ccc(F)cc2)C1=O (stereo not drawn) returned PMI activator 1, APP 5'UTR act 9.6, FLuc inh counter -3.9, TNAP inh no acc 5.7, FLuc stim CS 1, bIAP activator 1.1, TNAP act hiacc 1, PMI act hi M6P 1, NF-kB expr up 1.01 and TNAP inh hiacc -2.6.
CC(=O)OC(C(=O)n1nc(C)cc1C)c1ccccc1 (stereo not drawn) was read as PMI activator 0.9, APP 5'UTR act -0.9, FLuc inh counter -5.6, TNAP inh no acc -12.6, FLuc stim CS 1.1, bIAP activator 1, TNAP act hiacc 1.1, PMI act hi M6P 0.9, NF-kB expr up 1.01 and TNAP inh hiacc -5.9.
`CC(=O)NCCc1ccc(S(=O)(=O)NC2OC(=O)c3ccccc32)cc1` (stereo not drawn) gave PMI activator 1, APP 5'UTR act -10.5, FLuc inh counter -5.3, TNAP inh no acc -12.6, FLuc stim CS 1.1, bIAP activator 0.9, TNAP act hiacc 1.1, PMI act hi M6P 1, NF-kB expr up 0.96 and TNAP inh hiacc -5.5.

Next section; it opens with the 2 that closed the last part.
CC(=O)OC(C(=O)n1nc(C)cc1C)c1ccccc1 (stereo not drawn) was read as PMI activator 0.9, APP 5'UTR act -0.9, FLuc inh counter -5.6, TNAP inh no acc -12.6, FLuc stim CS 1.1, bIAP activator 1, TNAP act hiacc 1.1, PMI act hi M6P 0.9, NF-kB expr up 1.01 and TNAP inh hiacc -5.9.
`CC(=O)NCCc1ccc(S(=O)(=O)NC2OC(=O)c3ccccc32)cc1` (stereo not drawn) gave PMI activator 1, APP 5'UTR act -10.5, FLuc inh counter -5.3, TNAP inh no acc -12.6, FLuc stim CS 1.1, bIAP activator 0.9, TNAP act hiacc 1.1, PMI act hi M6P 1, NF-kB expr up 0.96 and TNAP inh hiacc -5.5.
CCCCNc1cc(C(=O)O)cc(S(N)(=O)=O)c1Oc1ccccc1 was read as PMI activator 1.1, APP 5'UTR act 4.5, FLuc inh counter -3.0, TNAP inh no acc -4.8, FLuc stim CS 1, bIAP activator 1, TNAP act hiacc 1, PMI act hi M6P 1.1, NF-kB expr up 1.2 and TNAP inh hiacc -0.8.
COc1ccc(NC(=O)N2CCCCCC2)c(OC)c1 was read as PMI activator 0.9, APP 5'UTR act 11.8, FLuc inh counter -0.7, TNAP inh no acc -7.7, FLuc stim CS 1, bIAP activator 1, TNAP act hiacc 1, PMI act hi M6P 0.9, NF-kB expr up 1.11 and TNAP inh hiacc -2.4.
For O=C(O)c1cccc(N2C(=O)c3ccc(Oc4ccc(Cl)cc4)cc3C2=O)c1 the results were PMI activator 0.8, APP 5'UTR act -0.6, FLuc inh counter 3.7, TNAP inh no acc -8.7, FLuc stim CS 1, bIAP activator 0.9, TNAP act hiacc 1.1, PMI act hi M6P 0.9, NF-kB expr up 0.93 and TNAP inh hiacc -5.0.
`Cc1ccc(C(=O)OCC(=O)NCc2ccc3c(c2)OCO3)s1` gave PMI activator 1.1, APP 5'UTR act 15.6, FLuc inh counter -3.1, TNAP inh no acc -11.0, FLuc stim CS 1, bIAP activator 0.9, TNAP act hiacc 1, PMI act hi M6P 1, NF-kB expr up 1.03 and TNAP inh hiacc -0.9.
`Cc1ccc(C(=O)Nc2nnc(SCC(=O)N3CCCc4ccccc43)s2)cc1` gave PMI activator 0.9, APP 5'UTR act 58.8, FLuc inh counter 97.7*, TNAP inh no acc -9.0, FLuc stim CS 0, bIAP activator 0.8, TNAP act hiacc 1, PMI act hi M6P 0.8, NF-kB expr up 7.12* and TNAP inh hiacc -2.5.
Screening O=C(OCC(=O)N1CCCc2ccccc21)c1cncc(Br)c1 returned PMI activator 1, APP 5'UTR act 1.7, FLuc inh counter -4.1, TNAP inh no acc -9.7, FLuc stim CS 1, bIAP activator 1, TNAP act hiacc 1, PMI act hi M6P 1, NF-kB expr up 0.89 and TNAP inh hiacc -3.5.
`Cc1nc2oc3c(NCC4CCCO4)ncnc3c2c2c1COC(C)(C)C2` (stereo not drawn) gave PMI activator 0.8, APP 5'UTR act 8.6, FLuc inh counter -3.5, TNAP inh no acc -7.4, FLuc stim CS 1, bIAP activator 1.1, TNAP act hiacc 1.1, PMI act hi M6P 0.9, NF-kB expr up 0.77 and TNAP inh hiacc -5.5.
For O=C(CSc1nnc2c(n1)[nH]c1ccc(F)cc12)OCc1ccccc1 the results were PMI activator 1, APP 5'UTR act 6.5, FLuc inh counter -4.2, TNAP inh no acc -7.4, FLuc stim CS 1, bIAP activator 0.9, TNAP act hiacc 1.1, PMI act hi M6P 1, NF-kB expr up 0.92 and TNAP inh hiacc -7.3.
For CC(=O)NCCn1c(SCc2ccccc2F)nc2ccccc2c1=O the results were PMI activator 1.1, APP 5'UTR act -4.5, FLuc inh counter -0.4, TNAP inh no acc -6.9, FLuc stim CS 1, bIAP activator 1, TNAP act hiacc 1, PMI act hi M6P 1, NF-kB expr up 0.8 and TNAP inh hiacc -2.8.
Screening COc1ccccc1N1CCN(C(=O)CCSCc2ccccc2F)CC1 returned PMI activator 1, APP 5'UTR act 5.6, FLuc inh counter -10.3, TNAP inh no acc -9.8, FLuc stim CS 1.1, bIAP activator 1, TNAP act hiacc 1.1, PMI act hi M6P 1, NF-kB expr up 1.07 and TNAP inh hiacc -5.2.
Screening CCOc1ccc(NC(=O)C2CSC(c3ccncc3)=N2)cc1 (stereo not drawn) returned PMI activator 0.9, APP 5'UTR act -46.4, FLuc inh counter 7.4, TNAP inh no acc -8.4, FLuc stim CS 0.9, bIAP activator 0.9, TNAP act hiacc 1, PMI act hi M6P 1, NF-kB expr up 1.38 and TNAP inh hiacc -2.1.
Screening CCCC1Cc2c(sc(NC(=S)NC(=O)c3ccccc3)c2C#N)CO1 (stereo not drawn) returned PMI activator 0.9, APP 5'UTR act -17.6, FLuc inh counter -1.8, TNAP inh no acc -26.0, FLuc stim CS 1, bIAP activator 0.9, TNAP act hiacc 1, PMI act hi M6P 0.9, NF-kB expr up 1.36 and TNAP inh hiacc 3.6.
COC(=O)c1ccc(C(=O)Nc2ccc(C(C)C)cc2N)cc1 was read as PMI activator 1, APP 5'UTR act 58.1, FLuc inh counter -2.8, TNAP inh no acc -9.8, FLuc stim CS 1, bIAP activator 1.2, TNAP act hiacc 1.1, PMI act hi M6P 1, NF-kB expr up 1.57 and TNAP inh hiacc -5.7.
For Cc1cc(OCCCCN2C(=O)NC(C)(C)C2=O)cc(C)c1Cl the results were PMI activator 1, APP 5'UTR act 3.8, FLuc inh counter -5.1, TNAP inh no acc -4.3, FLuc stim CS 1.1, bIAP activator 1, TNAP act hiacc 1, PMI act hi M6P 0.9, NF-kB expr up 1.06 and TNAP inh hiacc 0.9.
O=C1C(=Cc2cccs2)C(=O)c2ccccc21 was read as PMI activator 0.9, APP 5'UTR act 3.2, FLuc inh counter 53.4*, TNAP inh no acc -4.6, FLuc stim CS 0.5, bIAP activator 1, TNAP act hiacc 0.9, PMI act hi M6P 1, NF-kB expr up 1.23 and TNAP inh hiacc 8.4.
Screening COc1ccc(C(=O)Nc2ccc(Cc3ccncc3)cc2)cc1Br returned PMI activator 0.9, APP 5'UTR act 13.2, FLuc inh counter 0.7, TNAP inh no acc -14.1, FLuc stim CS 1, bIAP activator 1.1, TNAP act hiacc 1.1, PMI act hi M6P 0.9, NF-kB expr up 0.8 and TNAP inh hiacc -6.4.

High-throughput results: PubChem, several laboratories
